Bioassay records as filed in PubChem BioAssay.
miR-122 sensor – miR-122 Renilla sensor signal increase in Huh7, primary screen, miR-122 inhibitor project, cell-based, single point, plate reader; Huh7 miR-122 Renilla luciferase sensor, 48 h; neutral wells = 0, positive control = 100; activation (reporter increase), % at 12.5 µM; actives 0.3% (n = 340,000);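 active means mean replicate activation score at least 90 and every replicate individually at or above 90; inconclusive means only one of the two criteria met; inactive means neither criterion met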;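 further: higher luciferase means less miR-122 activity so hits act as miR-122 inhibitors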
DENV2 CPE – inhibitors of DENV2 cytopathic effect, primary screen, cell-based, plate reader, single concentration; DENV2-infected cells, cytopathic effect rescue; CPE inhibition, % at 9.99 µM; actives 1.7% (n = 350,000); AID 651640, 2012; in the data active means CPE inhibition above about 20%, passing the limit was not always enough; inconclusive means no clear call, values can overlap the other calls; tested in BHK-21 cells;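 further: 0% = median of neutral control wells and 100% = median of positive control wells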
ERAP1 HTS inh – human ERAP1 aminopeptidase inhibitors, primary screen, biochemical, single point, plate reader; Endoplasmic reticulum aminopeptidase 1 (Homo sapiens), Q9NZ08; recombinant ERAP1, Leu-AMC fluorescence, 60 min; inhibition, % at 10.7 µM; actives 0.15% (n = 340,000);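 active means mean replicate inhibition of at least 30%, or all replicates individually reaching that 30% level; inactive means mean below 30% and not every replicate reaching it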;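 further: 0% = neutral control wells and 100% = L-leucinethiol positive control wells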
Target sequence (Q9NZ08 whole entry, looked up): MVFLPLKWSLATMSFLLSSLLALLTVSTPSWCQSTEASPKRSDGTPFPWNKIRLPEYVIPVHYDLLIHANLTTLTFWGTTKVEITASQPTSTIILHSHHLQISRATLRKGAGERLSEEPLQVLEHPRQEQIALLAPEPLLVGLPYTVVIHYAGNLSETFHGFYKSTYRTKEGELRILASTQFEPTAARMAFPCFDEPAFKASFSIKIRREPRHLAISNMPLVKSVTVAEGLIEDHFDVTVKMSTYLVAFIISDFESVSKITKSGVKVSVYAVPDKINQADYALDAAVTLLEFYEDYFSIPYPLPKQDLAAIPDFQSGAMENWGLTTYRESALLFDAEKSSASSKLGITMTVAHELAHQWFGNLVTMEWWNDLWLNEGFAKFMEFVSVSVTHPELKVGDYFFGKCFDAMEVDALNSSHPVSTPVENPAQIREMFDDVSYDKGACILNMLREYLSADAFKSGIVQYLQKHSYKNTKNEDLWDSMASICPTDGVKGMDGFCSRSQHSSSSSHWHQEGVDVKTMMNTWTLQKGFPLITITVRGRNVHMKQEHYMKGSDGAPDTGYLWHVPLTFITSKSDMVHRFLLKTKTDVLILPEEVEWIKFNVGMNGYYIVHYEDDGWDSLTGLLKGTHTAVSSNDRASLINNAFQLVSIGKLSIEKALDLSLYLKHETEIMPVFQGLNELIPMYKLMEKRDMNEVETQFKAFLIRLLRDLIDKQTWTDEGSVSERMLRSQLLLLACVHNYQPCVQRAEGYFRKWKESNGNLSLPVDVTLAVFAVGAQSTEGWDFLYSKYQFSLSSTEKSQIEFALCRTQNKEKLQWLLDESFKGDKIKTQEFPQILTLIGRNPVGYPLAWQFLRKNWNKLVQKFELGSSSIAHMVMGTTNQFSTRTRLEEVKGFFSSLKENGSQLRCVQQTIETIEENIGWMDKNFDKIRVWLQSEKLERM
CFTR F508del cor – F508del CFTR correction, initial screen, CFBE line, single point; activity (quench increase), % at 7.58 µM; actives 0.36% (n = 350,000); CFBE cells, YFP halide quenching; stimulated with forskolin plus potentiator P3; % fluorescence drop versus neutral controls;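 active means mean added fluorescence quench of at least 8% versus neutral control, with both replicates also reaching 8%; inconclusive means only one of the mean or replicate conditions met; inactive means mean below 8% and not both replicates reaching 8%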;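 further: cells transiently co-express mutant CFTR-F508del with the halide-sensitive YFP; corrector assay measuring rescue of mutant channel to the surface after 24 h compound exposure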
SIRT5 inh – SIRT5 desuccinylase inhibitors, primary screen, biochemical, fluorescence imaging, single point, set 5 | Purified SirT5, succinyl-peptide AMC, trypsin-coupled fluorescence | inhibition, % at 15 µM | actives 1.1% (n = 330,000); in the data active means inhibition above about 15%; inconclusive means no clear call, values can overlap the other calls
ERp5 block – inhibitors of ERp5-driven insulin aggregation, primary screen, biochemical, turbidity, absorbance 650 nm, single point; 90 min; inhibition, % at 9.99 µM; actives 0.05% (n = 350,000); AID 651711, 2012;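 active means mean replicate inhibition above about 25%, with every replicate also reaching it, limit read from the data, passing the limit was not always enough; inconclusive means only one of those two criteria met; inactive means neither criterion met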
Casp6 inh – human caspase-6 inhibitors, primary screen, biochemical, VEID-R110 fluorescence, single point, set 2; P55212; purified caspase-6, Z-VEID-R110 cleavage fluorescence; inhibition, % at 12.5 µM; actives 0.53% (n = 350,000); AID 686996, 2013;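 active means mean inhibition across replicates at least about 35%, with every replicate also reaching that limit, limit read from the data; inconclusive means only one of the two criteria met; inactive means neither criterion met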;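 further: 0% = median of neutral control wells and 100% = no fluorescence left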
An asterisk follows results filed as active; ? = inconclusive; nt = no result given; & = joins results of further samples; [ ] = dose if it differs, or a comment. Random draw from the library. About 4% of those tested had a hit in this group.

SMILES	miR-122 sensor	DENV2 CPE	ERAP1 HTS inh	CFTR F508del cor	SIRT5 inh	ERp5 block	Casp6 inh
O=C(O)C1(c2ccccc2)CCN(S(=O)(=O)c2cccc(Cl)c2)CC1	2	2	-7	1.7	-2	1	-2
C[C@@H]1CN([C@H](C)CO)C(=O)Cc2cc(NC(=O)CCCCCC(=O)Nc3ccccc3N)ccc2O[C@H]1CN(C)S(=O)(=O)c1ccc(F)cc1	-1[16.7 µM]	-6	0	-0.4	3	-6	2
Cc1ccc(C(=O)OCC(=O)Nc2ccc3c(c2)OCCO3)cc1C	1	?	-3	-7.1	-2	9	-5
O=c1c2[nH]c3cccc(Cl)c3c2ncn1CC1CCCO1 (configuration not stated)	nt	1	nt	0.8	-1	0	1
CN1CCN(CCCCOc2cccc3ccccc23)CC1	-2	3	3	4.5	-2	-1	-28
C[C@H](CO)N1C[C@H](C)[C@H](CN(C)C(=O)Nc2ccc3c(c2)OCO3)Oc2ccc(NC(=O)NC3CCCCC3)cc2C1=O	-2[16.7 µM]	-3	1	-0.3	1	3	-1
COc1ccc(CNCc2ccc(F)cc2)c(OC)c1	-3	7	0	1.1	-3	0	0
COc1ccc(NC(=O)N(C)C[C@@H]2OCCCC[C@H](C)Oc3ccc(NC(=O)NC4CCCCC4)cc3C(=O)N([C@@H](C)CO)C[C@@H]2C)cc1	-2[16.7 µM]	9	-2	3.4	-2	-1	1
CCS(=O)(=O)Nc1ccc(-c2nc3cccnc3s2)cc1	nt	1	5	1.0	-57	5	-3
CC(C)C(C(=O)NC(C)(C)C)N(CCN1CCOCC1)C(=O)CNS(=O)(=O)c1ccccc1 (configuration not stated)	nt	2	-2	-1.8	1	1	0
CC(=O)N1c2ccc(S(=O)(=O)NCCC(=O)Nc3ccc(F)cc3)cc2CC1C (configuration not stated)	1	14	1	-1.2	-1	1	0
COc1ccc(NC(=O)CSc2nncs2)cc1S(N)(=O)=O	nt	5	-2	-0.9	-3	21	0
Cc1sc2nc(-c3ccccc3)oc(=O)c2c1C	-2	3	2	-0.1	-4	-3	-3
O=C(Nc1ccc(O)cc1)/C(=C/c1ccco1)NC(=O)c1ccccc1	-4	7	0	1.3	-4	7	6
O=C(CNC(=O)c1cccnc1)N=Nc1c(O)[nH]c2c(Br)cc(Br)cc12	nt	-2	-5	1.6	-2	0	3
CCOC(=O)C(=O)c1c(C)cc2ccccn12	nt	-2	6	-4.1	-2	2	-1
C[C@@H]1CN([C@@H](C)CO)C(=O)c2cc(NS(=O)(=O)c3ccc(F)cc3)ccc2O[C@@H]1CN(C)Cc1ccncc1	13[16.7 µM]	-7	-1	0.8	1	-7	1
COc1ccc(C2=CC(=O)C[C@H](c3ccc(Cl)cc3)C2)cc1	-12	20	1	-2.3	-3	3	2
COc1cccc(S(=O)(=O)Nc2ccc3c(c2)C(=O)N(C)[C@@H]2CC[C@@H](CC(=O)O)O[C@H]2CO3)c1	-23[16.7 µM]	2	nt	1.7	nt	nt	nt
c1ccc(CSc2ncnc3sccc23)cc1	nt	-2	1	nt	-1	0	0
O=C(CN1CCC(Cc2ccccc2)CC1)N1CCc2ccccc2C1	nt	-5	-4	3.5	1	5	5
N#Cc1ccc(-c2ccc([C@H]3[C@@H](CO)N4C(=O)CN(C(=O)C5CCC5)C[C@@H]34)cc2)cc1	nt	5	-3	-0.4	0	-2	3
CC(=O)N(C)C[C@H]1Oc2cc(C#C[C@@H](C)O)ccc2S(=O)(=O)N([C@@H](C)CO)C[C@H]1C	-4[16.7 µM]	8	1	0.0	-2	1	-1
Cc1ccc(S(=O)(=O)N(C)C[C@@H]2Oc3ccc(NS(=O)(=O)c4cccs4)cc3CC(=O)N([C@H](C)CO)C[C@H]2C)cc1	3[16.7 µM]	-4	-3	1.0	4	-3	-1
CCCNC(=O)C[C@H]1C[C@H]2c3cc(NC(=O)Nc4ccc(F)cc4)ccc3O[C@H]2[C@@H](CO)O1	-5	6	-1	3.6	-2	2	-2

Next section.
SMILES	miR-122 sensor	DENV2 CPE	ERAP1 HTS inh	CFTR F508del cor	SIRT5 inh	ERp5 block	Casp6 inh
CCc1nonc1NC(=O)c1oc2c(C)c(C)ccc2c1C	2	-2	-1	-1.7	-6	1	-3
C[C@H]1CN([C@@H](C)CO)C(=O)c2cc(-c3cccc(C(=O)N(C)C)c3)cnc2O[C@H]1CN(C)C(=O)Cc1ccccn1	0	?	13&2	-2.2&-0.1	-3&-4	-6&-4	-2&-11
S=C(Nc1ccc(Cl)cc1)NN1CCOCC1	nt	4	-2	nt	-4	-3	2
COc1ccc(NC(=O)CN(C)S(=O)(=O)c2ccc(Br)s2)cc1	1	-3	2	-0.8	-3	-2	-1
O=C(CSc1ccccn1)N/N=C/C=C/c1ccccc1	nt	8	1	-3.6	0	2	-2
Cc1ccccc1C(=O)Nc1ccccc1N1CCCCC1	nt	nt	-5	2.3	-6	-5	1
O=C(Cc1cccs1)NCc1ccc(Cl)cc1	nt	14	-1	-0.8	1	3	4
CCN(CC)S(=O)(=O)c1ccc(C(=O)Nc2nnc(C(C)C)s2)cc1	nt	-3	5	1.0	-2	7	-2
CCCN(CC(=O)Nc1ccccc1C)C(=O)c1ccc2c(c1)OCO2	1	15	3	-3.1	-2	4	-88
CCCN(CC(=O)NC(=O)NC1CCCCC1)CC(=O)Nc1cc(Cl)ccc1Cl	-9	-3	0	6.0	-1	-3	-3
C[C@@H]1CCCCO[C@H](CN(C)C(=O)Nc2ccc(F)cc2)[C@H](C)CN([C@@H](C)CO)C(=O)c2cc(NC(=O)CCCN(C)C)ccc2O1	1[16.7 µM]	-1	3	-1.1	0	-2	-1
CCCNC(=O)Nc1ccc2c(c1)OC[C@H](C)N(CC1CCCC1)C[C@@H](C)[C@H](OC)CN(C)C2=O	nt	-6	-2	3.8	1	1	0
CC1=NN(C(N)=S)C(=O)C1N=Nc1ccc(Cl)cc1 (configuration not stated)	0	3	-1	-0.6	-7	3	-2
COc1ccccc1C#Cc1ccc2c(c1)O[C@@H](CN(C)Cc1ccccc1)[C@H](C)CN([C@@H](C)CO)S2(=O)=O	-2[16.7 µM]	-1	0	-0.9	-8	-8	2
CC(C)C[C@H](NC(=O)/C=C/[C@H]1O[C@@H](n2ccc(=O)[nH]c2=O)[C@H](O)[C@@H]1O)C(=O)O	-7	?	nt	0.4	-1	0	-1
O=C1CC2(CCCCCC2)Oc2ccccc21	0	12	nt	-1.3	nt	0	2
CC(C)NS(=O)(=O)c1ccc(NCCCn2ccnc2)c([N+](=O)[O-])c1	-4	5	-2	0.7	4	2	-13
CCOCCOC(=O)c1[nH]c2c(c1C)C(=O)CC(c1cccs1)C2 (configuration not stated)	53	-5	16	-4.7	-4	3	5
C[C@@H]1CN([C@@H](C)CO)C(=O)Cc2cc(NC(=O)c3ccncc3)ccc2O[C@@H]1CN(C)C	4[16.7 µM]	-6	0	0.9	3	-5	0
COCC(=O)N1[C@@H](CO)[C@@H]2c3ccccc3N(C(=O)Nc3ccccc3F)C[C@@H]21	3[16.7 µM]	10	2	-0.8	13	-11	1
O=S(=O)(c1ccccc1F)N1CCCCN2[C@@H](CO)[C@H](c3ccc(-c4cncnc4)cc3)[C@@H]2C1	7[16.7 µM]	-10	-1	1.4	-1	0	-1
C[C@H](NC(=O)[C@H]1[C@H](CO)[C@H]2Cn3c(cccc3=O)[C@H]2N1CC1CCCC1)c1ccccc1	nt	2	4	nt	1	1	-2
CC#CC[N+](C)(C)CCCCCCCC	2	1	nt	-2.3	25*	2	-3
CCOC(=O)[C@]12CCC=C1N(CCC1=CCCCC1)C(=O)[C@H](CC(=O)NCCC(C)C)C2	nt	-4	nt	-1.3	0	3	2
COc1cc2c(=O)n(C)c3ccccc3c2cc1OC	-10	1	3	1.9	-7	2	-3

More structures follow.
SMILES	miR-122 sensor	DENV2 CPE	ERAP1 HTS inh	CFTR F508del cor	SIRT5 inh	ERp5 block	Casp6 inh
Cc1ccc2cc([N+](=O)[O-])ccc2n1	-3	7	-2	-0.6	-7	2	-2
CCOC(=O)Cn1nnc(-c2cc(OC)c(OC)c(OC)c2)n1	-4	1	5	3.1	-2	-4	0
COC(=O)c1ccc(CNC(=O)c2ccc(OC)c(S(=O)(=O)NC3CCCC3)c2)cc1	76	-3	1	3.4	-5	nt	5
C[C@@H]1CN([C@H](C)CO)C(=O)c2c(c3ccccc3n2C)-c2ccccc2CO[C@@H]1CN(C)C(=O)Nc1ccc(-c2ccccc2)cc1	nt	-1	3	1.3	3	1	0
Cn1c(C(=O)NCCN2CCN(c3ccccc3F)CC2)cc2c(=O)n(C)c3ccccc3c21	-11	-8	4	-1.2	0	4	-5
C[C@H](CO)N1C[C@H](C)[C@@H](CN(C)CC2CCCCC2)OCc2cn(nn2)CCCC1=O	-1[16.7 µM]	-6	1	-0.4	-3	-5	2
CCCC#Cc1ccc([C@@H]2[C@H](CO)N3CCCCN(C(=O)NC4CCCC4)C[C@@H]23)cc1	-4[16.7 µM]	-37	-1	-0.3	11	0	-1
C[C@@H]1CN([C@H](C)CO)C(=O)c2cc(/C=C/c3ccccc3)cnc2O[C@@H]1CN(C)C(=O)NC1CCCCC1	57[16.7 µM]	2	3	0.5	-8	-1	-9
Cc1ncc(CSCC(=O)Nc2cc(C(F)(F)F)ccc2Cl)c(CO)c1O	2	10	0	-1.4	2	2	-2
COc1ccccc1CNC(=O)C[C@H]1CC[C@H](NC(C)=O)[C@@H](CO)O1	nt	0	-8	1.0	4	1	0
O=C(Nc1ccsn1)c1ccc(Cl)cc1Cl	1	-1	-4	0.2	-4	3	-1
O=C(Nc1ccc2c(c1)OCO2)C1CC(c2c(F)cccc2Cl)=NO1 (configuration not stated)	12	-3	-6	0.2	0	-4	-1
CC(=O)Oc1ccccc1-n1c(C)nc(=O)c(-c2ccccc2)c1C	-1	2	2	0.5	5	0	2
Cc1cc(OCC(=O)c2cccc(C(F)(F)F)c2)n2cnnc2n1	2	-2	-2	-1.1	-5	-1	3
CCCN1CCc2c(sc(NC(=O)c3ccc(S(=O)(=O)N4CCCC4)cc3)c2C(N)=O)C1	nt	5	-2	1.1	-1	5	-1
Cc1c(C(=O)O)oc2c(F)cccc12	-6	-3	5	-1.6	nt	0	-3
C[C@H](CO)N1C[C@H](C)[C@H](CN(C)C(=O)Nc2ccc(C(F)(F)F)cc2)Oc2ccc(NC(=O)Nc3ccc(C(F)(F)F)cc3)cc2CC1=O	6[16.7 µM]	?	0	-0.9	2	-1	0
NC(=O)CC(NC(=O)c1ccc(Br)cc1)c1ccc(NC2CCCCCC2)c([N+](=O)[O-])c1 (configuration not stated)	nt	9	0	-4.1	6	3	1
CCCNC(=O)N(C)C[C@@H]1Oc2ncc(C#Cc3ccccc3F)cc2C(=O)N([C@@H](C)CO)C[C@@H]1C	-9[16.7 µM]	10	-3	-2.1	2	-8	-1
Cc1nc(-c2ccccc2)sc1C1(C)CC(c2cccc([N+](=O)[O-])c2)=NO1 (configuration not stated)	2	-1	1	-2.3	nt	1	-3
Cc1ccc(C(=O)Nc2nnc(S(=O)(=O)N3CCC(C)CC3)s2)cc1	-6	10	-2	-0.9	-5	-10	nt
O=C(CCN1CCCCC1)N[C@@H]1CC[C@@H](CCNS(=O)(=O)c2ccccc2)O[C@@H]1CO	5[16.7 µM]	-6	-3	-0.1	3	-1	-2
COc1ccc(C(=O)NCCN2CCOCC2)c(OC)c1	-5	10	-5	-3.2	-3	-7	-3
COc1ccc(-c2csc(C(O)c3ccc(F)c(F)c3)n2)cc1 (configuration not stated)	3	0	2	-1.7	-3	5	3
